# Source: PubChem
# GPR7 antag – antagonists of human GPR7 (neuropeptides B/W receptor 1); 290,000 tested, 1.1% active; P48145; GPR7-expressing cells, fluorescence antagonist assay; inhibition, % at 4.4 µM; AID 1861; in the data active = inhibition above about 16%, passing the limit was not always enough;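 note: cells stimulated with the agonist NPW; 0% = agonist with vehicle and 100% = vehicle without agonist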
# Target sequence (P48145 whole entry, looked up): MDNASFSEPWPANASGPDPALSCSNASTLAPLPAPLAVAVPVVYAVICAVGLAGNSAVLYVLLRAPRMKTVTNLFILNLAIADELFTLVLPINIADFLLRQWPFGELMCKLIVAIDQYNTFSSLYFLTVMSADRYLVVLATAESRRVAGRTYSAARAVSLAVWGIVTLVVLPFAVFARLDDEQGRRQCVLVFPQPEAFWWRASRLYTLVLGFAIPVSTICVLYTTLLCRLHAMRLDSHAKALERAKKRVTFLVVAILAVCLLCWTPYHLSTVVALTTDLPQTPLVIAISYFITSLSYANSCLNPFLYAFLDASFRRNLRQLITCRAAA
# VIM-2 inh – blocks Pseudomonas aeruginosa VIM-2 metallo-beta-lactamase; 290,000 tested, 0.89% active; purified VIM-2, nitrocefin hydrolysis, epi-absorbance fluorescence; inhibition, % at 5.6 µM;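 active = inhibition above the mean of all tested compounds plus 3 SD, cutoff set per screening run, cut at about 7.5% in these data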;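 note: red hydrolysis product quenches plate fluorescence so inhibitors raise well fluorescence; 0% = enzyme with DMSO and 100% = DMSO without enzyme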
# NS3 helicase inh – HCV NS3 helicase inhibition; 290,000 tested, 0.56% active; AID 1800; inhibition, % at 10.9 µM; NS3 helicase DNA unwinding, Cy5 molecular beacon fluorescence;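 active = inhibition above the mean of all tested compounds plus 3 SD, set per campaign, cut at about 35% in these data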;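 note: 0% = DMSO wells and 100% = thioflavine S control wells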
#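 System: Hepatitis C virus NS3 helicase domain fragment enzyme | Reagent: Annealed dual-labelled DNA beacon duplex, ATP-started | Compound dosing: 10.9 µM single point, 0.8% DMSO | Incubation: 1 h reaction at 25 °C, ATP-initiated | Technique: Cy5 fluorescence | Evaluation: Percent inhibition from t60/t0 fluorescence ratio | Benchmarks: Low DMSO, high thioflavine S at 110 µM | Replication: Singlicate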
# DNA FID counter – counter-screen for HCV NS3 helicase inhibitors: DNA intercalator displacement; 290,000 tested, 0.17% active; DNA fluorescent intercalator displacement, fluorescence; inhibition, % at 7.9 µM; in the data active = inhibition above about 37%;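 note: 0% = vehicle and 100% = reference compound; higher means more ethidium bromide displaced from hairpin DNA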
# IMP-1 inh – blocks Pseudomonas aeruginosa IMP-1 metallo-beta-lactamase. purified IMP-1, nitrocefin hydrolysis, epi-absorbance fluorescence. inhibition, % at 5.6 µM. 290,000 tested, 0.45% active. AID 1556;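 active = inhibition above the mean plus 3 SD of all compounds in the same screening run, cut at about 4.5% in these data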;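 note: 0% = IMP-1 with DMSO and 100% = DMSO wells lacking enzyme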
#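 Test system: recombinant IMP-1 enzyme, purified / Medium: HEPES buffer pH 7.1 with ZnSO4 and Brij 35 / Doses: single dose, 5.6 µM / Times: 25 °C, 15 min preincubation, 25 min reaction / Detection: Epi-absorbance via hydrolysed-nitrocefin quenching of white-plate fluorescence, 480/530 nm, EDTA stop / Evaluation: percent inhibition from optical density relative to buffer-blank wells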
# V1R ag counter – V1a receptor agonism, counter-screen for OXTR agonists | AID 2797 | CHO-V1R cells, Fluo-8 calcium fluorescence, agonist mode; 0% DMSO, 100% 3 nM vasopressin | 320,000 tested, 0.25% active | P37288 | activation, % at 3 µM;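 active = activation above the mean activation of all tested compounds plus 3 SD, per screening run, cut at about 20% in these data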;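 note: signal is peak over basal fluorescence ratio across a 100 second FLIPR read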
# Target sequence (P37288 whole entry, looked up): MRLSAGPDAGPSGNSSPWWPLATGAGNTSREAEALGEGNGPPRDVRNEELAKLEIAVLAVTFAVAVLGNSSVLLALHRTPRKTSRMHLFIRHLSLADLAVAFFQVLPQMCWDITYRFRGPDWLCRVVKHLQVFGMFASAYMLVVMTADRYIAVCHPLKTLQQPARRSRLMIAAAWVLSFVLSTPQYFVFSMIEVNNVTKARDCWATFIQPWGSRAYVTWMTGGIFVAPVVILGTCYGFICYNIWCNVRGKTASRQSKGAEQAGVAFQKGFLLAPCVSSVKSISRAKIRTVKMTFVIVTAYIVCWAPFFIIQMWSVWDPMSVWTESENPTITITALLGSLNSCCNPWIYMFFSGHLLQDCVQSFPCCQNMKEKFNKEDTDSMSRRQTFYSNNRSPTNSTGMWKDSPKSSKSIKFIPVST
# PHOSPHO1 inh – blocks human PHOSPHO1 phosphatase activity. Q8TCT1. recombinant PHOSPHO1, absorbance phosphatase assay. inhibition, % at 13.3 µM. 290,000 tested, 1.1% active; in the data active = inhibition above about 60%
# GalR3 antag – human GalR3 antagonism; O60755; HEK293 GalR3-CNG cAMP membrane potential fluorescence; galR3 body fused to GalR1 C-terminus; inhibition, % at 3 µM; 360,000 tested, 0.44% active;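 active = inhibition above the screen-wide average plus 3 SD, cut at about 13% in these data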;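 note: forskolin and galanin both at EC90 stimulate the cells; cAMP rise reported by CNG channel membrane potential dye signal; 0% = forskolin plus galanin with DMSO and 100% = forskolin alone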
# Target sequence (O60755 1-299 limits assumed): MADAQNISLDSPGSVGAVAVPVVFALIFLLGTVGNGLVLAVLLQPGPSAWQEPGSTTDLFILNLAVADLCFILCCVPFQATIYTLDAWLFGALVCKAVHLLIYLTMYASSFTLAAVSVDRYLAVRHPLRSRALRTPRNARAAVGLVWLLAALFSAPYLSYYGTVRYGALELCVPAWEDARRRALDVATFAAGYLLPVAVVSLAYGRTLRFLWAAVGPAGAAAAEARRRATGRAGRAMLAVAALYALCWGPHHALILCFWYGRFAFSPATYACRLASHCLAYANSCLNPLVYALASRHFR
# OXTR agonist – activates the human oxytocin receptor. P30559. CHO-OTR cells, Fluo-8 calcium fluorescence; normalized: DMSO 0%, oxytocin 100%. activation, % at 3 µM. 320,000 tested, 0.32% active;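 active = activation above the mean of all tested compounds plus 3 SD, cutoff set per screening run, cut at about 20% in these data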;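 note: peak over basal fluorescence ratio from a 100 s FLIPR kinetic read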
# * marks the source's active call; other numbers are inactive results; / = not tested or not shown.
SMILES,GPR7 antag,VIM-2 inh,NS3 helicase inh,DNA FID counter,IMP-1 inh,V1R ag counter,PHOSPHO1 inh,GalR3 antag,OXTR agonist
CCOC(=O)N1CCN(C(=O)c2ccc3c(c2)N(Cc2ccccc2)CCS3)CC1,18,-3.7,-20,-43,-4.2,2.0,5,/,2.0
Cc1nc(Sc2ccc(Br)cc2)c(C#N)c(C)c1[N+](=O)[O-],-21,4.7,2,-3,-0.9,-1.4,43,2,-1.2
CC(NC(=O)CCCN1C(=O)c2ccccc2C1=O)c1ccc2c(c1)CCCC2 (stereo unspecified),-2,-0.7,6,-11,-1.2,5.5,3,-4,-2.5
O=C(CSc1ccccc1)N1CCC(N2CCC(C(=O)N3CCCC3)CC2)CC1,-13,-1.9,7,1,-1.8,-0.8,32,-2,-0.7
CCN(CC)S(=O)(=O)c1cccc(C(=O)N/N=C(\C)c2ccc(O)cc2O)c1,4,-1.9,5,-11,-2.5,-0.1,0,1,0.1
COC(=O)C(NS(=O)(=O)c1ccc(NC(C)=O)cc1)C(C)C (stereo unspecified),-13,-3.0,0,-1,-1.1,-0.3,40,-8,0.7
CCn1c(SCC(=O)Nc2nncs2)nnc1-c1ccco1,-4,-3.8,4,-7,-2.7,0.0,39,-7,0.1
Cc1ccc(S(=O)(=O)N2CCOCC2)cc1NC(=O)CSc1nnc(N)s1,0,-4.2,18,3,-3.3,2.7,-27,7,1.5
CCN1C(=O)c2ccccc2S(=O)(=O)c2ccc(C(=O)N3CCOCC3)cc21,8,-4.9,-4,-6,-4.0,0.8,-2,0,0.4
COc1ccccc1C(=O)Nc1ccnn1C1CCN(C/C=C/c2ccccc2)CC1,-14,-2.2,-6,6,0.0,1.7,28,-3,0.8
S=C(Nc1ccc(Cl)cc1)N1CCN(C2CCCCC2)CC1,-11,-2.5,-3,6,-1.4,-0.5,23,-4,0.8
COc1ccc(N2CCN(C(=O)c3ccc(Br)o3)CC2)cc1,7,-2.4,5,-22,-4.4,0.3,48,-3,-0.4
O=C(/C=C/c1ccc([N+](=O)[O-])cc1)Oc1ccc(/C=N/NC(=O)c2ccncc2)cc1,-8,-3.3,5,2,-4.3,4.1,49,3,3.4
O=C(NCC12CC3CC(CC(C3)C1)C2)c1nn2c(c1Cl)NC(c1ccco1)CC2C(F)(F)F (stereo unspecified),-13,-0.6,14,-8,0.4,0.2,18,-5,1.9
CN(c1cccc(NC(=O)CN(c2cccc(Cl)c2)S(=O)(=O)c2ccc(Cl)cc2)c1)S(C)(=O)=O,3,-1.7,-8,2,-3.3,1.1,-9,-5,0.6
Cc1cc(C(=O)O)c2ccccc2n1,3,-1.5,2,0,-2.1,0.3,-3,1,-1.6
Cn1c(SCC(=O)N2CCCC2)nnc1-c1cccs1,-5,-3.4,-5,-5,-1.6,0.9,68*,-9,-0.2
Cc1ccc(C(=O)/C=C/c2c[nH]c3ccccc23)cc1,-6,-0.3,-7,-3,-3.5,-0.4,54,-8,0.7
NNc1nccc(Nc2ccccc2C(=O)O)n1,-6,-2.3,0,-6,-0.9,-0.7,26,-3,-2.0
Cn1c(C(=O)O)c(C=O)c2ccccc21,-10,-2.2,-8,-6,-2.2,0.2,-2,1,0.8
CC(=O)Nc1c(C(=O)O)oc2ccccc12,-8,-1.6,-8,7,-1.8,0.6,1,-2,1.4
NC(=O)Nc1ccccc1C(=O)NCCc1ccccc1,-6,-2.9,6,-3,-2.9,0.8,-3,2,1.8
Cc1cccn2c(=O)c3cc(C#N)c(=NC(=O)c4ccco4)n(Cc4ccco4)c3nc12,-9,2.1,5,-7,1.7,0.3,21,6,-2.0
COCCN1CC(C(=O)NCc2ccccc2-n2ccnc2C)CCC1=O (stereo unspecified),-12,-1.0,0,-3,-3.3,0.3,14,-4,-0.2
COc1ccc(-n2c(SC(C)C(=O)N3CCOCC3)nc3ccccc3c2=O)cc1 (stereo unspecified),-14,-0.4,-1,-12,-1.6,1.1,38,-3,0.3
COc1ccc(N=C2SC(CC(=O)Nc3ccccc3)C(=O)N2CCc2ccccn2)cc1 (stereo unspecified),2,-2.4,-7,-21,-1.3,3.6,-18,-10,5.2
N=c1c(S(=O)(=O)c2ccc(Br)cc2)cc2c(=O)n3ccccc3nc2n1Cc1ccccc1,-11,-4.0,2,0,-3.9,0.5,24,3,-0.6
C/C(=N\Nc1nc(N2CCOCC2)nc(N2CCOCC2)n1)c1cccc([N+](=O)[O-])c1,1,-0.3,-13,-10,0.0,-0.3,4,0,-0.9
O=C(NCc1ccc(Cl)cc1)C1CCCCN1S(=O)(=O)c1ccccc1 (stereo unspecified),-6,-1.5,-11,-27,0.5,3.1,19,-10,0.1
O=C(NCc1ccc2c(c1)OCO2)C1CC(=O)N(c2ccc(O)cc2)C1 (stereo unspecified),8,-1.1,-2,0,-3.4,2.0,18,-4,1.5
CC1Oc2ccccc2N(CC(=O)c2ccc(F)cc2)C1=O (stereo unspecified),-8,-2.1,-6,-8,-2.5,-1.0,7,-4,-1.5
Cc1ccc([N+](=O)[O-])c(OCCN2CCCCCC2)c1,-7,-2.0,-10,6,-2.5,0.3,-17,-6,-0.3
COC(=O)[C@H](Cc1ccccc1)NC(=O)N1CCCCC1,1,0.2,7,-1,-2.9,0.9,-7,-7,-0.3
O=C(COc1ccccc1)NC1CCCN(Cc2ccccc2F)C1 (stereo unspecified),1,-0.6,32,-18,0.2,0.3,7,-1,-0.9
Cc1c(C)c2ccc(OCC(=O)Nc3nccs3)cc2oc1=O,-1,-0.2,-2,-33,-0.8,8.4,41,-8,4.2
Cc1ccc(C(=O)N2CC(=O)Nc3ccc(C)cc3C2c2ccccc2)cc1 (stereo unspecified),-16,-4.8,-4,-43,-3.2,/,49,-11,/
O=C1CN(C(=O)COc2ccc(Cl)cc2Cl)c2ccccc2N1,-14,-3.2,6,-14,-0.5,2.1,36,-8,1.2
Cc1ccc(CC(=O)NCc2ccc(F)cc2)cc1,-1,-2.6,5,-4,-3.3,1.6,23,-5,-1.3
CC1(C)Cc2c(sc3c2C(=O)N(c2ccccc2)C2=NCCCN23)CO1,-16,-3.0,-20,-3,-2.0,-0.7,-38,-6,-0.7
O=C(c1ccccc1)N1CCN(CC#Cc2ccccc2)CC1,1,-0.8,3,-23,-2.2,1.8,-22,-3,0.3
O=C(Nc1ccc(Br)cc1)C(c1ccccc1)c1ccccc1,-6,-1.4,1,-4,-1.2,0.8,20,-8,1.8
CC(O)c1cccc(NC(=O)CCCc2ccccc2)c1 (stereo unspecified),1,-1.7,3,0,-3.2,-0.4,28,-4,0.8
O=C(CCCN1CCC(NC(=O)c2ccccc2)CC1)c1ccc(Cl)cc1,10,-0.8,-8,10,-0.7,-0.4,24,-1,-1.0
CCO[C@H]1OC(C(=O)NCc2nc3ccccc3[nH]2)=C[C@@H](c2ccc(C(F)(F)F)cc2)[C@@H]1CCCO,-1,-3.2,-18,-19,-4.8,0.2,20,-7,0.1
CCOc1cc(/C=N/Nc2nc(-c3cccs3)c(NC(C)=O)s2)ccc1O,-11,-3.9,3,-6,-3.0,-0.6,-12,0,-0.6
Cc1ccc(NC(=S)NN(C)c2nc(C)cnc2C)cc1,-10,-2.4,7,-2,-2.2,2.3,-3,-9,0.7
CNc1nnc(CSc2nc(C)cc(C)n2)s1,-4,-1.8,2,-1,-2.6,-0.1,-7,-3,-0.5
O=C(NNC1=Nc2ccccc2SC1)c1cccc([N+](=O)[O-])c1,-4,-4.5,17,-1,-4.5,2.3,-5,1,-1.4
Cc1ccc(NS(=O)(=O)c2ccc(-n3cccn3)cc2)cc1C,-2,-2.3,-4,-19,-4.3,4.7,38,-7,4.1
Cc1ccc(Nc2ncc3c(n2)CC(C)CC3=O)c(C)c1 (stereo unspecified),-1,0.6,-2,-15,-1.8,-0.3,40,1,-2.1
COc1cc(C2SC(C)C(=O)N2CCc2ccccc2)cc(OC)c1OC (stereo unspecified),1,-2.0,-5,-28,-3.1,-1.1,-23,0,-2.4
O=C(O)C1=C[C@@H](c2coc3ccccc3c2=O)C[C@@H](OCc2ccc(CO)cc2)O1,-7,2.2,6,-17,-1.6,0.5,32,-6,-1.1
Cc1[nH]c(=S)[nH]c(=O)c1CCC1OCCO1,-1,-1.6,8,-4,-2.4,0.3,-20,-5,-0.3
COC(=O)c1ccc(-n2nnnc2SCC(=O)Nc2ccccc2C(=O)OC)cc1,-10,-1.6,4,3,-2.0,/,-22,0,/
CC(=O)Nc1ccc(C(=O)N2CCc3cc4c(cc3C2C)OCCCO4)cc1 (stereo unspecified),-15,-1.9,-32,-29,-2.9,-0.5,13,-7,-1.4
COc1ccc(OC)c(CNC(=O)c2coc(=O)c3ccccc23)c1,0,-0.7,-9,-5,-2.0,2.5,1,-3,-0.2
CCOC(=O)C1=C(C)N=c2s/c(=C/c3ccc(OCC(=O)O)cc3)c(=O)n2C1c1ccc(SC)cc1 (stereo unspecified),-7,0.7,29,13,1.6,/,36,/,/
COC(=O)C1=C(CSCc2ccccc2)NC(=O)NC1c1cc(C)ccc1C (stereo unspecified),-12,-2.3,-2,-6,-2.5,-1.6,-12,-4,-1.7
C=CC[n+]1ccn(-c2nc3ccccc3nc2[N-]S(=O)(=O)c2cccs2)c1,-10,22*,33,36,-4.2,1.1,-3,-5,0.5
O=C(CN(c1ccccc1)S(=O)(=O)c1ccccc1)NCCSc1nc2ccccc2s1,-22,-0.9,-8,-3,-1.7,-0.1,34,-4,-1.2
# (list continues)
SMILES,GPR7 antag,VIM-2 inh,NS3 helicase inh,DNA FID counter,IMP-1 inh,V1R ag counter,PHOSPHO1 inh,GalR3 antag,OXTR agonist
CCN(CC)S(=O)(=O)c1ccc(/C=C/C(=O)NC2CCCCC2)cc1,1,-3.1,8,-29,-2.0,3.4,31,-8,-1.2
COc1ccc(C(=O)Nc2ccc(C)cc2C(=O)c2ccccc2)cc1,-6,1.1,-7,-15,0.0,-1.5,6,0,-1.5
COc1cc(NC(=O)CSc2nnc(-c3ccncc3)n2C2CCCCC2)ccc1NC(=O)c1ccco1,-7,-0.8,-6,-13,-2.4,-0.1,15,-4,-0.4
CCCOc1ccc(-c2nc(C#N)c(N3CCc4ccccc4C3)o2)cc1,-9,-0.7,-8,-1,-1.4,0.3,-18,-4,0.2
CC(C)C(NC(=O)c1c(F)cccc1F)C(=O)N1CCN(c2ccccc2F)CC1 (stereo unspecified),-7,-1.0,1,-31,-2.6,-0.1,23,-8,-0.6

# Some entries already given, showing only DNA FID counter.
mol	DNA FID counter
COc1ccc(C(=O)Nc2ccc(C)cc2C(=O)c2ccccc2)cc1	-15
COc1cc(NC(=O)CSc2nnc(-c3ccncc3)n2C2CCCCC2)ccc1NC(=O)c1ccco1	-13
CCCOc1ccc(-c2nc(C#N)c(N3CCc4ccccc4C3)o2)cc1	-1
